Tau fluor counter: Counterscreen qHTS for Inhibitors of Tau Fibril Formation, Fluorescence Polarization; tau K18 P301L (four-repeat tau fragment) Alexa594 fluorescence, heparin fibrillization; Potency, µM (highest dose often 57.7 µM), inactives show top-dose activity change, negative = decrease; 0.93% of 280,000 active; AID 1463, 2008; note: potency is the fitted concentration of half-maximal effect; % is set by controls: 0 for no effect and ±100 for the full control effect; nearly all actives have a fitted effect of over 55% in size
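Human K18 P301L tau (15 uM unlabeled plus 0.24 uM Alexa 594-labeled, final) in 100 mM sodium acetate pH 7 was mixed with compound and 20 uM heparin and incubated 6 hr at 37 C.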
Epigenetic derep: Quantitative High-Throughput Screen for Regulators of Epigenetic Control; murine LDR cells, GFP reporter derepression, 30 h; 0.2% of 280,000 active; AID 1865, 2009; Potency, µM (series often up to 53.9 µM), for the others: at the highest dose GFP activation, most hits filed as activators; note: potency is the fitted concentration of half-maximal effect; % of control where 0% means no effect; nearly all actives have a fitted effect of over 60% in size
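Reporter derepression read as number of fluorescent GFP-positive objects, 20-120 um in size, counted by laser-scanning cytometer. Mouse LDR line with an epigenetically silenced CMV-GFP locus; compound incubation 30 h, 37 C.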
GLA spleen mod: qHTS Assay for Inhibitors and Activators of Human alpha-Galactosidase From Spleen Homogenate; AID 2107, 2009; 0.008% of 240,000 active; Alpha-galactosidase A (Homo sapiens), P06280; human spleen homogenate, 4MU-alpha-Gal fluorescence, 40 min; Potency, µM (highest dose often 80 µM), for inactives: at the highest dose activity change, negative = inhibition, most hits filed as inhibitors;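 note: potency is the fitted concentration of half-maximal effect; 0% = enzyme with vehicle and -100% = no enzyme basal signal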
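qHTS titration in buffer at pH 5.0. Alpha-galactosidase activity in spleen homogenate was measured via 4-methylumbelliferone release from 1 mM fluorogenic substrate after 40 min at 37C and a pH 10 stop. AC50 came from Hill fits of control-normalized data.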
CBFb-RUNX1 inh: qHTS Assay for Compounds Blocking the Interaction Between CBF-beta and RUNX1 for the Treatment of Acute Myeloid Leukemia; Potency, µM (doses to about 59.8 µM), without a hit: at the highest dose activity, negative = inhibition, most hits filed as inhibitors; AlphaScreen CBFb-His/RUNX1-biotin binding, biochemical; Runt-related transcription factor 1 (Homo sapiens) + Core-binding factor subunit beta …; 230,000 tested, under 10 active; AID 1477, 2009; note: % of control where 0% means no effect
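CBF-beta (His) and RUNX1 (biotin), 30 nM each; 20 min preassociation; + compound, 15 min; + beads 50 ng each (Ni, streptavidin), 90 min; RT; AlphaScreen read.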
TRb-SRC2 inh: qHTS for Inhibitors of the Interaction of Thyroid Hormone Receptor and Steroid Receptor Coregulator 2; Thyroid hormone receptor beta (Homo sapiens), P10828; TRbeta-SRC2 peptide binding, fluorescence polarization; receptor liganded with 1 µM T3; Potency, µM (titrated, usually from 106 µM), inactives show at the highest dose activity change, negative = inhibition, usual class: inhibitors; 0.065% of 280,000 active;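 note: potency is the fitted concentration of half-maximal effect; plate controls were bound peptide for no effect and peptide without receptor for full effect; nearly all actives have a fitted effect of over 50% in size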
Target sequence (P10828 whole entry, looked up): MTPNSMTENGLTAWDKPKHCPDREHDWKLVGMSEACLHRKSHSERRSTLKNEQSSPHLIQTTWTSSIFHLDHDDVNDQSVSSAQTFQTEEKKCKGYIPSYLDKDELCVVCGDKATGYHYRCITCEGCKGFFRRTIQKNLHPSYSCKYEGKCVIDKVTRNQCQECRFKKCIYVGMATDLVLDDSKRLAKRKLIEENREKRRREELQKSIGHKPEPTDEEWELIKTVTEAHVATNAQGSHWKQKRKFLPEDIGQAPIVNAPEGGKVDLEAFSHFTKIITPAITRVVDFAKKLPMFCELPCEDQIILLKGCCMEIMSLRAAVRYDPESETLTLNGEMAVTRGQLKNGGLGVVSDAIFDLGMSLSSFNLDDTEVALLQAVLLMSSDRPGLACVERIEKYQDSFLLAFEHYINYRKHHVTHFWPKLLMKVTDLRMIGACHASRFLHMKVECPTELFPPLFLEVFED
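Polarization signal, normalized between peptide-alone and full complex controls, measured compound effects on T3-liganded human TRb LBD (0.6 uM) binding 20 nM Texas Red SRC2 peptide after 5 hr.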
NPSR antagonist: qHTS Assay for Antagonists of the Neuropeptide S Receptor: cAMP Signal Transduction. CHO-NPSR cells, cAMP TR-FRET, antagonist mode. Potency, µM (top dose mostly 38.3 µM), inactives show at the top dose activity change, negative = inhibition, usual class: inhibitors. 1% of 220,000 active. AID 1461, 2008; note: potency is the fitted concentration of half-maximal effect; % is set by controls: 0 for no effect and ±100 for the full control effect; nearly all actives have a fitted effect of over 50% in size; many of its hits are not listed in these tables
Target sequence (Q6W5P4 whole entry, looked up): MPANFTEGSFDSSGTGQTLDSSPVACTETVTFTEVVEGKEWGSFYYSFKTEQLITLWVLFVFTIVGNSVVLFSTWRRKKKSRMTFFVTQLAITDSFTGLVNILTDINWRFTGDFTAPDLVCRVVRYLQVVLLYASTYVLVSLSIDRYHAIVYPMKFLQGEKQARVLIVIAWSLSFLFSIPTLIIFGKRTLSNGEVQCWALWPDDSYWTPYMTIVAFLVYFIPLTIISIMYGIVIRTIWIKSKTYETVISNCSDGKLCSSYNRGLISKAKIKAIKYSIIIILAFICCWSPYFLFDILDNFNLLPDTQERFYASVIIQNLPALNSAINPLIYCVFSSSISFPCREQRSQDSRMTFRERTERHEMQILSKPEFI
TR SRC2 fluor cs: Total Fluorescence Counterscreen for Inhibitors of the Interaction of Thyroid Hormone Receptor and Steroid Receptor Coregulator 2; AID 1479, 2009; TRb/SRC2 Texas Red total fluorescence interference; Potency, µM (series often up to 106 µM), without a hit: top-dose fluorescence change, negative = quenching; 0.29% of 280,000 active; active = well fitted curve in either direction with a large enough effect; inconclusive = small, poorly fitted or top-dose-only effect; note: potency is the fitted concentration of half-maximal effect; % is set by controls: 0 for no effect and ±100 for the full control effect
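Flags fluorescent or light-absorbing compounds by total fluorescence, S + 2P, at 555 nm excitation and 632 nm emission. Mixture: 20 nM Texas Red SRC2 peptide, 0.6 uM human TRb LBD, 1 uM T3, 5% DMSO; compound exposure 5 h at ambient temperature.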
Tau FP inhib: qHTS for Inhibitors of Tau Fibril Formation, Fluorescence Polarization; Microtubule-associated protein tau (Homo sapiens), P10636; K18 P301L tau heparin fibrillization, Alexa594 FP, 6 h; Potency, µM (top dose mostly 57.7 µM), for the others: at the top dose activity, negative = inhibition, most hits filed as inhibitors; 0.39% of 280,000 active; AID 1468, 2008; note: potency is the fitted concentration of half-maximal effect; % is set by controls: 0 for no effect and ±100 for the full control effect; nearly all actives have a fitted effect of over 55% in size
Target sequence (P10636 561-689 P618L limits assumed): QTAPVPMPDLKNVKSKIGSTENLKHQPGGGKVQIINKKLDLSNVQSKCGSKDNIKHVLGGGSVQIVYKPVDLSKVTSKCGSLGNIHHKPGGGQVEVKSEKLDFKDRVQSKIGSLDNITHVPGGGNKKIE
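Human K18 P301L fragment (15 uM unlabeled plus 0.24 uM Alexa 594-labeled) in 100 mM sodium acetate pH 7 with compound, aggregation induced by 20 uM heparin for 6 hr at 37 C. ThT (30 uM) added for 1 hr, then Alexa 594 FP read.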
Starred values were filed as active, the others as inactive; ? = inconclusive; . = not tested or not shown; [ ] = dose if it differs, or a comment. Unless noted, calls come from the whole dose curve; as a rule, active = well fitted curve in the direction sought with a large enough effect; inconclusive = small, poorly fitted or top-dose-only effect, or another doubt; inactive = no such curve, though single readings can be large; an effect the other way counts as inactive or inconclusive.

Abbreviations – A = Tau fluor counter; B = Epigenetic derep; C = GLA spleen mod; D = CBFb-RUNX1 inh; E = TRb-SRC2 inh; F = NPSR antagonist; G = TR SRC2 fluor cs; H = Tau FP inhib
(1) COc1ccc(C(=O)Nc2ccc(-c3nnc4n3CCCCC4)cc2)cc1
  A: -1%; B: 0.0%; C: .; D: .; E: 1%; F: .; G: ?; H: 3%

(2) Cc1ccc(-n2cc(CN(C)CCc3cn[nH]c3)c(-c3cccc(C)c3)n2)cc1
  A: -11%; B: -0.9%; C: 1%; D: 8%; E: 1%; F: 13%; G: -3%; H: 5%

(3) C/C(=N\NC(=O)c1ccc(CSc2nncn2C)cc1)c1ccc(Cl)cc1
  A: 3%; B: -0.9%; C: -9%; D: 8%; E: -4%; F: 2%; G: 1%; H: -4%

(4) CC(C)(C)NC(=O)c1cccc(NC(=O)CSc2ccc(Cl)cc2)c1
  A: -23%; B: -1.6%; C: -5%; D: 16%; E: 2%; F: -13%; G: -5%; H: -3%

(5) O=C(CSc1nc(O)c(C2CCCCC2)c(=O)[nH]1)N1CCOCC1
  A: -11%; B: -1.7%; C: 3%; D: -6%; E: 0%; F: -15%; G: 0%; H: -4%

(6) C[C@@H](C(=O)N1CCN(C(=O)OC(C)(C)C)CC1)n1cc(CCC(=O)O)nn1
  A: -1%; B: 0.0%; C: 5%; D: 2%; E: 3%; F: -8%; G: 0%; H: -4%

(7) CC1(C#CC[N+]2(C)CCCCC2)CCC2C(O1)c1ccccc1OC2(C)C (stereo not given)
  A: -5%; B: -5.7%; C: -11%; D: -9%; E: -2%; F: 3%; G: 0%; H: 5%

(8) Cc1ccc(NC(=O)C2OCCc3ccccc32)cc1 (stereo not given)
  A: -7%; B: 8.5%; C: 13%; D: 10%; E: -9%; F: -3%; G: -2%; H: 2%

(9) CC(=O)c1ccc(Nc2cc(C)nc3ccccc23)cc1
  A: -29%; B: 13%; C: -2%; D: 2%; E: 3%; F: 1%; G: 1%; H: 5%

(10) O=C(Nc1cccc(C(F)(F)F)c1)C1CCCN(c2ncccn2)C1 (stereo not given)
  A: -13%; B: -1.0%; C: 1%; D: 4%; E: -1%; F: 24%[46.1 µM]; G: -4%; H: -11%

(11) O=C(CNC(=O)COc1ccccc1)NCCc1ccccn1
  A: -7%; B: -0.1%; C: -6%; D: 5%; E: 2%; F: 24%; G: 5%; H: -2%

(12) COc1ccc(N(CN2C(=O)C3CC=CCC3C2=O)C(=O)c2ccco2)cc1 (stereo not given)
  A: -1%; B: 0.0%; C: 9%; D: 3%; E: -13%; F: -3%[46.1 µM]; G: 3%; H: 0%

(13) COc1ccc(-c2cn(-c3ccc(C)cc3)c(=O)n2CC(=O)Nc2ccc(OC)c(OC)c2)cc1
  A: ?; B: 0.0%; C: 6%; D: ?; E: 0%; F: ?; G: 0%; H: ?

(14) COc1ccc(Cl)cc1NC(=O)N1CCN(C2CCCCC2)CC1
  A: 1%; B: 0.0%; C: -3%; D: -1%; E: -6%; F: -9%[46.1 µM]; G: -3%; H: -1%

(15) CC1CC1c1ccc(/C=C(\C#N)C(=O)Nc2ccc(Cl)cc2)o1 (stereo not given)
  A: -16%; B: 11%; C: -24%; D: -3%; E: 4%; F: -19%; G: -4%; H: -9%

Down the list, as entered above.
Compounds 7 to 15 in NPSR antagonist: 3%, -3%, 1%, 24%[46.1 µM], 24%, -3%[46.1 µM], ?, -9%[46.1 µM], -19%

The listing picks up, repeating the 5 entries before the break.
Abbreviations – A = Tau fluor counter; B = Epigenetic derep; C = GLA spleen mod; D = CBFb-RUNX1 inh; E = TRb-SRC2 inh; F = NPSR antagonist; G = TR SRC2 fluor cs; H = Tau FP inhib
(11) O=C(CNC(=O)COc1ccccc1)NCCc1ccccn1
  A: -7%; B: -0.1%; C: -6%; D: 5%; E: 2%; F: 24%; G: 5%; H: -2%

(12) COc1ccc(N(CN2C(=O)C3CC=CCC3C2=O)C(=O)c2ccco2)cc1 (stereo not given)
  A: -1%; B: 0.0%; C: 9%; D: 3%; E: -13%; F: -3%[46.1 µM]; G: 3%; H: 0%

(13) COc1ccc(-c2cn(-c3ccc(C)cc3)c(=O)n2CC(=O)Nc2ccc(OC)c(OC)c2)cc1
  A: ?; B: 0.0%; C: 6%; D: ?; E: 0%; F: ?; G: 0%; H: ?

(14) COc1ccc(Cl)cc1NC(=O)N1CCN(C2CCCCC2)CC1
  A: 1%; B: 0.0%; C: -3%; D: -1%; E: -6%; F: -9%[46.1 µM]; G: -3%; H: -1%

(15) CC1CC1c1ccc(/C=C(\C#N)C(=O)Nc2ccc(Cl)cc2)o1 (stereo not given)
  A: -16%; B: 11%; C: -24%; D: -3%; E: 4%; F: -19%; G: -4%; H: -9%

(16) COc1ccc(-c2onc(C)c2C)cc1S(=O)(=O)N1CCC(C)CC1
  A: -25%; B: 2.9%; C: .; D: .; E: 1%; F: .; G: -2%; H: 6%

(17) COCCNC(=O)/C(C#N)=C/c1ccc(OC(=O)c2cccs2)c(OC)c1
  A: -11%; B: -0.3%; C: -3%; D: -3%; E: -29%; F: -9%; G: 0%; H: 4%

(18) C(=N/Nc1cc(N2CCOCC2)nc(N2CCOCC2)n1)/c1ccccc1
  A: -14%; B: -1.0%; C: -3%; D: -4%; E: 0%; F: 5%; G: 1%; H: 5%

(19) CCc1nnc(NC(=O)C2CCCN2C(=O)Nc2ccccc2)s1 (stereo not given)
  A: 4%; B: 1.1%; C: 3%; D: 1%; E: 0%; F: 17%; G: -6%; H: -2%

(20) CC(C)c1nn2c(=O)cc(COC(=O)c3ccccc3NC(=O)c3cccc(Cl)c3)nc2s1
  A: -3%; B: -3.0%; C: .; D: .; E: 1%; F: .; G: 0%; H: 1%

(21) O=[N+]([O-])c1ccc(Cc2nnc(-c3ccc(F)cc3)o2)cc1
  A: -17%; B: -1.1%; C: 2%; D: -2%; E: 1%; F: -7%; G: -5%; H: -4%

(22) CCc1cn(S(=O)(=O)c2ccccc2OC)nc1N
  A: -5%; B: -0.2%; C: -4%; D: -1%; E: -1%; F: -7%[46.1 µM]; G: -2%; H: 1%

(23) Oc1ccc(Br)cc1/C=N/N1CCN(Cc2ccccc2)CC1
  A: -22%; B: -1.7%; C: -1%; D: -2%; E: -5%; F: -6%[46.1 µM]; G: 0%; H: 4%

(24) COc1ccc(CN2CCOCC2)c(C)c1C
  A: 4%; B: -1.0%; C: 0%; D: 3%; E: 0%; F: -2%[46.1 µM]; G: 0%; H: 3%

(25) OCCNCCOCCOc1ccccc1-c1ccccc1
  A: 0%; B: -1.0%; C: 1%; D: -4%; E: -6%; F: 13%; G: -2%; H: 7%

(26) COC(=O)c1c(C)[nH]c(C(=O)OCC(=O)N2c3ccccc3NC(=O)C2(C)C)c1C
  A: -15%; B: -3.1%; C: -5%; D: 2%; E: 0%; F: 14%; G: -1%; H: -4%

(27) CCOc1ccccc1N(CC(=O)N1CCOCC1)S(=O)(=O)c1ccc(SC)cc1
  A: -5%; B: -0.8%; C: 6%; D: 4%; E: -2%; F: -15%[46.1 µM]; G: -1%; H: -1%

(28) O=C(NCC1CCCO1)C(=O)N/N=C/c1ccccc1C(=O)O (stereo not given)
  A: 5%; B: 1.6%; C: -4%; D: 4%; E: 7%; F: 16%; G: -1%; H: 6%

(29) Cc1ccc(NC(=O)C2CCN(S(=O)(=O)c3c(C)noc3C)CC2)c(C)c1
  A: -1%; B: 1.0%; C: .; D: .; E: 4%; F: .; G: -3%; H: -1%

(30) CCCCC(O)(CCCC)C(=O)NN(C(=O)OC)c1ccccc1
  A: -1%; B: -1.8%; C: -4%; D: 7%; E: -1%; F: 4%; G: -1%; H: 1%

Abbreviations – A = Tau fluor counter; B = Epigenetic derep; C = GLA spleen mod; D = CBFb-RUNX1 inh; E = TRb-SRC2 inh; F = NPSR antagonist; G = TR SRC2 fluor cs; H = Tau FP inhib
(31) O=C(N/N=C/c1cc(Cl)cc([N+](=O)[O-])c1O)NC12CC3CC(CC(C3)C1)C2
  A: ?; B: -1.6%; C: 1%; D: -1%; E: 1%; F: 10µM*; G: -3%; H: 3%

(32) Cc1ccc(-c2nn(C(C)(C)C)c3ncnc(NS(=O)(=O)c4ccc([N+](=O)[O-])cc4)c23)cc1
  A: -22%; B: 1.1%; C: -7%; D: -14%; E: 3%; F: -52%; G: -3%; H: -5%

(33) CCc1cc2c(cc3c(=O)n(CC(=O)NCCCN(CC)CC)nc(CC)n32)s1
  A: -11%; B: -1.0%; C: 4%; D: 5%; E: -2%; F: 10%[46.1 µM]; G: -1%; H: -8%

(34) Cc1cccc(C(=O)N2CCc3cc(CNS(=O)(=O)c4cccs4)ccc32)c1
  A: -20%; B: -3.0%; C: .; D: .; E: 1%; F: .; G: -3%; H: 7%

(35) O=C1N(C2CCCC2)C[C@@H]2C[C@@H](c3cn[nH]c3-c3ccc(Cl)cc3)N3CCC[C@@]123
  A: -15%; B: 0.1%; C: 8%; D: 6%; E: 6%; F: 54%; G: 4%; H: -6%

(36) O=C(Nc1cc(C(F)(F)F)ccc1N1CCOCC1)c1ccc(Br)o1
  A: -11%; B: -1.0%; C: -5%; D: 1%; E: 5%; F: ?; G: 0%; H: -4%

Compound activity deposited in PubChem BioAssay by National Center for Advancing Translational Sciences (NCATS).

This is a subset (hit frequency here may not be typical).
